Assay outcomes from PubChem BioAssay.
Yfh1-depleted yeast: enhancers of respiration in Yfh1-depleted yeast, dose response, Friedreich's ataxia, plus single-dose screen (AID 1465) | one-dose fold induction at 50 µM; EC50 in µM for titrated hits | S. cerevisiae Yfh1-off respiration, WST-1 reduction, 72 h; higher fold induction means a stronger effect | 220,000 compounds, 0.074% hits;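 active = fold induction of absorbance versus untreated yeast above a set limit, then at least 30% activation at any dose in follow-up; inconclusive = repeats straddling the limit, or above it without dose testing; inactive = fold induction below the set limit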;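 also: activators that raise dye reduction in frataxin-depleted yeast; strong numbers were not always called active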
bCat nuc transl: modulators of beta-catenin nuclear translocation | HeLa beta-catenin nuclear translocation, immunofluorescence imaging | nuclear translocation activity, % at 5 µM | 190,000 compounds, 0.3% hits | AID 1665;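 active = nuclear translocation activity above 50% at 5 µM, with a well cell count of 50 or more; inconclusive = wells under 50 cells across six images, flagged as toxic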;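 also: per-cell ratio of nuclear to cytoplasmic median beta-catenin stain intensity; plate controls were DMSO negative control for no effect and GSK-3 inhibitor IX positive control for full effect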
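Signal – beta-catenin immunofluorescence imaging with DAPI · Test system – human HeLa cell line · Dosing – 5 µM primary single dose, 0.1% DMSO, 0.02–20 µM confirmation series · Measure – % activation, nuclear-to-cytoplasmic median beta-catenin signal ratio per cell · Incubation – 24 h compound exposure at 37°C, 5% CO2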
HIV peptide binding: cell-free HIV fusion peptide-binding blockers – biochemical, uHTS, fluorescence dequenching, primary screen (AID 1986); one-dose inhibition, % at 20 µM; IC50 in µM for titrated hits; cell-free peptide binding, fluorescence dequenching, 30 min; higher % means a stronger effect; 290,000 compounds, 0.3% hits; in the data active = inhibition mostly above about 52%, no sharp cut-off; inactive = mostly below about 76%; also: some results filed as inactive read as strong as hits
Dynein cargo inh: dynein cargo transport inhibition | 220,000 compounds, 0.47% hits | 3617.4 mouse cells, GR-EGFP nuclear translocation imaging; test concentration mostly 20 µM; stimulated with dexamethasone, 1 µM; active compounds read low | z-score, hits read low;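 active = plate z-score of nuclear minus cytoplasmic receptor signal below a set negative limit, without overly bright fluorescence or cell loss, cut at about -3.5 in these data, passing the limit was not always enough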;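 also: z-score of nuclear minus cytoplasmic ring GR-EGFP intensity difference per well; some compounds called inactive have numbers as strong as hits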
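medium = tetracycline-free induction medium containing charcoal-stripped FBS | also added = 1.0 µM final dexamethasone stimulus | schedule = 48 h induction, 1 h compound, 30 min dex at 37 °C | technique = fixed, Hoechst-stained cells imaged at 10x for EGFP | measure = GR-EGFP nuclear translocation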
Autophagy HCS: autophagy modulation, high-content screen | MEF GFP-LC3 puncta imaging; test concentration mostly 10 µM | calls only at 10 µM (by protocol) | 190,000 compounds, 0.98% hits | AID 463193;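 active = percentage of spot-positive cells more than 3 SD above its plate mean, without a fluorescence outlier flag or 80% toxicity; inconclusive = no clear call, values can overlap the other calls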;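 also: spot-positive cell cutoff set from DMSO-treated cells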
Ins promoter up: MIN6 insulin promoter up-regulation. MIN6 insulin promoter-GFP reporter, high-content imaging; active compounds read high. 190,000 compounds, 0.3% hits. z-score at 5 µM;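 active = z-score above 3 at 5 µM with at least 500 cells counted in the well; inconclusive = wells under 500 cells, flagged as cytotoxic or low count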
AID2073: disruptors of CaV2.2 binding to Mint1 – biochemical, HTRF (AID 2073) | HTRF protein-protein interaction, Mint1-CaV2.2; higher % means a stronger effect | one-dose inhibition, % at 20 µM; IC50 in µM for titrated hits | 290,000 compounds, 0.19% hits; in the data active = inhibition mostly above about 51%, no sharp cut-off; inconclusive = no clear call, values can overlap the other calls; inactive = mostly below about 53%; also: some results filed as inactive read as strong as hits
MT stabilize HCS: microtubule stabilization, imaging screen. % tubulin-high responders, % at 10 µM. HeLa tubulin immunostaining HCS, 24 h; share of cells brighter than vehicle mean+2SD. 200,000 compounds, 0.83% hits. AID 2205;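 active = plate Z-score above 3 for both tubulin-high and condensed-nucleus cell shares, with cell loss under 80%, at 10 µM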;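 also: anti alpha tubulin signal scored within the nucleus-defined area of each cell; some results filed as inactive read as strong as hits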
WT yeast gro inh: growth inhibition of WT yeast, mitochondrial fusion screen. mitochondrial fusion phenotypic screen, WT strain. inhibition, % at 10 µM. 190,000 compounds, 2.1% hits. AID 1362; in the data active = inhibition above about 58%; tested in S. cerevisiae
WT yeast gro inh mutant strain: also measured in WT yeast gro inh; calls as there; inhibition, %; mitochondrial fusion phenotypic screen, mutant strain inhibition
Dynein cargo inh cytoplasmic EGFP: also measured in Dynein cargo inh; calls as there; z-score; measured here: cytoplasmic GR-EGFP intensity; active compounds read high
Dynein cargo inh nuclear GR-EGFP: second read-out of Dynein cargo inh, no call of its own (marks repeat the call); z-score; measured here: nuclear GR-EGFP intensity;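 lower value marks the stronger effect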
Dynein cargo inh cell count: further read-out of Dynein cargo inh, marked with its call; z-score; measured here: cell count per field
Ins promoter up cell count: also measured in Ins promoter up; calls as there; cell count; measured here: cytotoxicity, nuclei count;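 total cells summed across four imaged fields per well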
bCat nuc transl cell count 5 µM: recorded beside bCat nuc transl, whose call it bears; cell count; measured here: cell count, cytotoxicity flag
MT stabilize HCS Hoechst-high %: second read-out of MT stabilize HCS, no call of its own (marks repeat the call); % Hoechst-high responders; measured here: nuclear condensation Hoechst responders;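 share of cells brighter than vehicle mean plus two SD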
MT stabilize HCS cytotoxicity %: second read-out of MT stabilize HCS, no call of its own (marks repeat the call); toxicity, %; measured here: cytotoxicity by cell density;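 0% = mean cell density of plate MIN control wells and 100% = no cells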
Autophagy HCS cell loss 18 h: also measured in Autophagy HCS; calls as there; toxicity, %; measured here: cell loss, nuclei count;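 cell loss after 18 h compound exposure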
Numbers without * were called inactive; i = inactive; ? = inconclusive; . = no result given; + = active, no number; & = joins results of further samples.

SMILES	Yfh1-depleted yeast	bCat nuc transl	bCat nuc transl cell count 5 µM	HIV peptide binding	Dynein cargo inh	Dynein cargo inh cytoplasmic EGFP	Dynein cargo inh nuclear GR-EGFP	Dynein cargo inh cell count	Autophagy HCS	Autophagy HCS cell loss 18 h	Ins promoter up	Ins promoter up cell count	AID2073	MT stabilize HCS	MT stabilize HCS Hoechst-high %	MT stabilize HCS cytotoxicity %	WT yeast gro inh	WT yeast gro inh mutant strain
Cc1nn(Cc2ccccc2)c(Cl)c1/C=C/C(=O)OCC(=O)NC(C)C(C)C (stereo not drawn)	i	-2.4	996	-1.9%	1.6	-0.085	0.86	-0.83	i	11	0.7	1356	-3%	1.7	1.2	6.7	8	-8
COc1ccc(C2CC(c3ccccc3)=NN2C(=O)CN2CCN(Cc3ccccc3)CC2)cc1 (stereo not drawn)	i	-1.5	1114	0.3%	0.48	-0.16	0.54	0.06	i	21	-0.95	1209	-2%	7.2	2.3	3.2	26	12
Cn1c(N)c(C(=O)COC(=O)CCC2CCCCC2)c(=O)n(C)c1=O	i	-4.5	1143	-0.9%	0.88	-0.2	0.37	-0.73	i	-15	-0.13	1272	1%	3.3	2.7	11	8	9
O=C(CN1C(=O)C2CCCN2c2ncc(Cl)cc21)NCc1ccc2c(c1)OCO2 (stereo not drawn)	.	-1.9	1141	-0.8%	-0.3	3.4	0.77	0.44	i	-7	0.64	1389	?	3.0	1.9	6.2	-7	9
Cc1onc(-c2ccccc2)c1C(=O)N/N=C/c1ccc([N+](=O)[O-])s1	i	-1.3	587	28%	-0.59	-0.25	-0.59	0.18	i	23	-0.08	1193	0%	2.2	2.0	7.5	7	-41
COc1ccc(Nc2nc3c(C)cccc3cc2C#N)c(OC)c1	i	0.0	980	1.7%	2.9	3.5	1.6	-1.4	+	6.8*	0.33	2261	8%	5.1	1.6	2.5	18	6
Fc1ccc(-n2cc(CNCCc3cccnc3)c(-c3ccccc3Cl)n2)cc1	i	0.0	1511	-1.2%	-0.91	-0.32	-0.62	0.25	i	26	-1.5	1226	-14%	2.7	1.4	9.8	-8	12
Cc1ccc(C2C(C#N)=C(N)Oc3c2c(=O)n(C)c(=O)n3C)cc1 (stereo not drawn)	i	.	.	0.7%	-0.38	-0.19	-0.74	0.039	i	-34	.	.	2%	2.8	1.8	6.1	9	-1
Cc1ccc(C(C(=O)NC2CCCC2)N2CCCC(C)C2)cc1 (stereo not drawn)	i	-2.5	1102	1.3%	-0.03	-0.24	-0.009	0.19	.	.	-0.52	1904	14%	4.3	2.1	7.6	4	-1
O=C(CCc1nnc(CCCc2ccccc2)o1)NC(C1CC1)C1CC1	i	-0.4	1582	0.9%	0.93	-0.09	0.87	-0.6	i	-1	.	.	9%	0.4	1.4	4.7	7	-9
O=C(Cn1cnc2c(nnn2Cc2ccc(Cl)cc2)c1=O)N1CCCc2ccccc21	i	4.0	1210	-2.4%	-1.2	-0.23	-0.57	0.23	i	-5	-0.11	994	6%	3.5	2.0	7.6	-7	-9
CCc1cc(/C(Cc2ccc3ccccc3n2)=N\O)c(O)cc1O	i	2.7	1358	-0.6%	-0.16	-0.16	-0.071	0.13	i	-5	0.24	1178	2%	2.5	1.4	4.9	6	22
CC(=O)N1[C@H](Cc2ccccc2)C=C[C@]1(C)C(=O)NCc1ccc(C)o1	i	.	.	-2.3%	-2.8	-0.12	-0.53	0.16	i	-11	0.55	889	11%	2.7	2.2	6.2	-13	-3
CCOc1ccc(C(=O)CCN2CCCCCC2)cc1	i	3.0	1046	-1.0%	0.91	0.11	0.66	-1.6	i	10	-0.91	1409	-5%	1.1	2.8	11	-12	11
CCCCc1cc(=O)oc2cc(OS(C)(=O)=O)ccc12	i	0.6	474	-2.1%	0.24	-0.26	0.65	0.54	i	17	-0.69	1269	3%	2.7	1.1	3.2	-2	-12
O=C(Nc1nnc(C(F)(F)F)s1)C1COc2ccccc2O1 (stereo not drawn)	i	-4.0	1252	5.5%	0.34	-0.12	0.16	0.13	i	0	-0.69	1039	18%	3.2	1.1	1.3	16	10
CC(C)(C)N=Cc1cc(-c2ccccc2)sc1O	i	.	.	-2.8%	0.7	-0.033	0.078	-0.4	i	-3	.	.	-14%	1.7	1.7	8.1	13	11
CCn1c(SCC(=O)N/N=C/c2ccc(C)o2)nnc1-c1ccc(C(C)(C)C)cc1	i	-0.5	546	15%	0.68	-0.16	0.42	-0.83	i	-14	-0.54	1241	-8%	1.3	2.2	15	10	19
COc1ccc(S(=O)(=O)Nc2ccc(N3CCOCC3)nc2)cc1	i	-2.8	1001	0.1%	1.2	-0.28	0.86	-0.56	i	0	-0.45	1163	-4%	2.3	2.1	4.9	-13	3
Cc1ccc(C(=O)NC(=S)Nc2ccc(-c3ccc(CO)o3)cc2)cc1	i	-1.7	1103	3.1%	-0.14	-0.35	-0.62	-0.31	i	-2	0.52	1155	-6%	8.2	4.1	2.5	0	-9
CC1CCCC/C1=N\Nc1ccc(S(N)(=O)=O)cc1[N+](=O)[O-] (stereo not drawn)	i	0.3	960	-4.4%	-1	0.3	-0.84	1.2	i	4	-0.31	1219	8%	1.4	2.3	3.5	6	4
CCCCC(=O)Nc1ccc2c(c1)OCCO2	i	1.8	1084	-2.5%	-0.43	-0.2	-0.12	-0.47	i	0	0.55	1741	6%	2.6	0.6	24	4	-1
Cc1ccc(S(=O)(=O)/N=C(\Nc2cc(C)on2)c2ccc(Cl)cc2)cc1	i	-2.9	534	-0.2%	-0.94	0.029	0.069	1.3	i	-34	0.66	1123	-3%	2.6	1.3	4.2	-18	-7
Cc1nc([N+](=O)[O-])c(Sc2nc3ccccc3[nH]2)n1Cc1ccccc1	i	0.2	1039	-2.9%	-2.7	0.2	-1.4	0.044	i	-6	1.8	1396	-21%	1.0	2.4	1.8	5	3
COc1ccc(-c2[nH]ncc2Oc2ccccc2OC)c(O)c1	i	.	.	-1.5%	0.059	-0.31	0.51	-0.35	i	16	0.13	1174	-9%	5.3	2.4	5.2	45	-11
O=C(CCn1c(=O)[nH]c2ccccc2c1=O)N1CC=C(c2ccccc2)CC1	i	-1.8	1134	-0.7%	-0.028	-0.3	-0.095	0.27	i	-11	-0.55	1137	-4%	2.8	2.6	1.8	-15	-14
Cc1cccc(/C=N/n2c(-c3ccncc3)n[nH]c2=S)c1	i	-1.1	573	-0.1%	0.047	-0.26	0.05	0.47	i	20	-0.03	1322	-11%	2.0	2.1	0.8	1	3
CC1CCCC(NC(=S)NC(=O)c2ccccc2Br)C1C (stereo not drawn)	i	1.1	914	3.9%	1.5	0.011	1.2	-2.1	i	5	.	.	9%	5.4	3.0	9.7	63*	49*
Cc1ccc(S(=O)(=O)c2nc(-c3ccccc3)oc2NCc2cccnc2)cc1	i	0.7	1178	-3.4%	0.12	-0.19	-0.17	0.35	i	-6	0.04	973	0%	1.4	2.1	6.0	-1	-10
Cc1cnc(NC(=O)C2=C(O)c3ccccc3S(=O)(=O)N2C)s1	i	0.3	556	0.0%&1.4%	-0.34	-0.23	0.016	0.79	i	6	.	.	7%&4%	2.8	2.3	3.8	0	-9
CCn1c(COc2ccc(=O)n(-c3ccccc3)n2)nnc1SCC(=O)OC	i	0.3	1058	-1.1%	-0.7	1.3	0.2	-1.5	i	-2	-0.34	1165	8%	3.1	3.3	8.3	3	5
COc1ccccc1NS(=O)(=O)c1cc(NC(=O)C2CCCC2)ccc1N1CCOCC1	i	-4.3	1126	-1.6%	0.19	-0.31	0.33	0.53	i	5	-0.71	1528	10%	7.2	1.8	11	15	0
CCc1ccc2nc3c(c(C(=O)O)c2c1)CCC3	i	-3.7	807	-0.9%	-0.5	-0.25	0.097	0.076	i	-27	0.45	1248	-6%	3.0	2.2	12	-8	-9
Cc1noc(C)c1COc1ccc(C(=O)OC(C)C(=O)Nc2ccc(N3CCOCC3)cc2)cc1 (stereo not drawn)	i	-4.5	1233	-3.3%	1.8	-0.016	0.22	-2.1	i	7	.	.	7%	7.7	6.1	10	6	-16

2 records picked at random from those above, as already listed:
SMILES	Yfh1-depleted yeast	bCat nuc transl	bCat nuc transl cell count 5 µM	HIV peptide binding	Dynein cargo inh	Dynein cargo inh cytoplasmic EGFP	Dynein cargo inh nuclear GR-EGFP	Dynein cargo inh cell count	Autophagy HCS	Autophagy HCS cell loss 18 h	Ins promoter up	Ins promoter up cell count	AID2073	MT stabilize HCS	MT stabilize HCS Hoechst-high %	MT stabilize HCS cytotoxicity %	WT yeast gro inh	WT yeast gro inh mutant strain
CCn1c(SCC(=O)N/N=C/c2ccc(C)o2)nnc1-c1ccc(C(C)(C)C)cc1	i	-0.5	546	15%	0.68	-0.16	0.42	-0.83	i	-14	-0.54	1241	-8%	1.3	2.2	15	10	19
CCn1c(COc2ccc(=O)n(-c3ccccc3)n2)nnc1SCC(=O)OC	i	0.3	1058	-1.1%	-0.7	1.3	0.2	-1.5	i	-2	-0.34	1165	8%	3.1	3.3	8.3	3	5
